LYP inhibition – inhibitors of LYP phosphatase, biochemical, fluorescence intensity, uHTS (AID 1779) | Tyrosine-protein phosphatase non-receptor type 22 (Homo sapiens) | recombinant LYP phosphatase, fluorescence intensity; higher % means a stronger effect | one-dose inhibition, % at 11.5 µM; IC50 in µM for titrated hits | actives 0.054% (n = 290,000);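 note: plate controls were vehicle with enzyme for no effect and no enzyme for full effect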
Hep lipid drop – inhibitors of hepatocyte lipid droplet formation, primary screen, imaging, high-throughput imaging, BODIPY stain. AML12 mouse hepatocytes, oleate lipid droplets. inhibition, % at 6.5 µM. AID 1656, 2009. actives 0.4% (n = 240,000);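 active = lipid droplet intensity inhibited by at least 50%, with more than 500 cells counted; inconclusive = wells with under 300 cells, treated as cytotoxic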
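Assay system: AML12 hepatocytes (mouse); Probe or stimulus: oleic acid at 100 µM to induce lipid droplet formation; Dosing: compound at 6.5 µM only; Schedule: compound with oleate, overnight; Detection: fluorescence imaging, 20x objective, two fields per well; Measure: % inhibition of lipid droplet signal.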
P. falciparum M17LAP – P. falciparum M17LAP inhibitors, primary screen, biochemical, fluorogenic H-Leu-NHMec substrate, 1536-well (AID 1619). Leucine aminopeptidase (Plasmodium falciparum (isolate 3D7)). recombinant M17LAP, H-Leu-NHMec fluorogenic kinetic assay; higher % means a stronger effect. inhibition, % at 30 µM; hits with a dose series show IC50 in µM. actives 0.38% (n = 220,000);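 active = compound inhibiting the enzyme by more than half at any dose during confirmatory dose-response retesting; inconclusive = strong single-dose inhibitors picked by rank but not retested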;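 note: plate controls were full reaction with DMSO carrier for no effect and no enzyme background for full effect; strong numbers were not always called active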
XIAP displacement – XIAP antagonists, biochemical, IAP family, fluorescence polarization (AID 1018); E3 ubiquitin-protein ligase XIAP (Homo sapiens); XIAP BIR domain, fluorescence polarization peptide displacement; higher % means a stronger effect; one-dose displacement, % at 20 µM; IC50 in µM for titrated hits; actives 0.007% (n = 200,000); in the data active = displacement above about 50%; note: a part of the inactive calls stands beside numbers as strong as those of hits
HEK293 NOD2/NF-kB – NOD2 signaling inhibitors, cell-based, luminescence, uHTS, HEK293 (AID 1566). HEK293 NOD2/NF-kB luciferase reporter, luminescence; higher % means a stronger effect. one-dose inhibition, % at 4 µM; EC50 in µM for titrated hits. actives 0.63% (n = 290,000); note: many of its hits are not listed in these tables
AID2073 – inhibitors of Mint1-CaV2.2 protein interaction, biochemical, HTRF (AID 2073). HTRF protein-protein interaction, Mint1-CaV2.2; higher % means a stronger effect. inhibition, % at 20 µM; hits with a dose series show IC50 in µM. actives 0.19% (n = 290,000); in the data active = inhibition mostly above about 51%, no sharp cut-off; inconclusive = no clear call, values can overlap the other calls; inactive = mostly below about 53%; note: some results filed as inactive read as strong as hits
M1AAP inhibition – P. falciparum M1AAP inhibitors, biochemical, fluorogenic H-Leu-NHMec substrate, 1536-well (AID 1445); Aminopeptidase N (Plasmodium falciparum (isolate 3D7)); recombinant M1AAP, H-Leu-NHMec fluorogenic kinetic assay; higher % means a stronger effect; one-dose inhibition, % at 30 µM; IC50 in µM for titrated hits; actives 0.42% (n = 220,000);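 active = primary inhibition above the hit cutoff, then over 50% inhibition at one or more dose response concentrations, cut at about 23% in these data, passing the limit was not always enough; inconclusive = conflicting primary data, or primary hits not chosen for dose response; inactive = low primary inhibition, or under 50% at every dose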;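 note: plate controls were DMSO full reaction for no effect and no enzyme background for full effect; strong numbers were not always called active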
SIAH1 antagonists – Siah-1 peptide-binding antagonists, primary screen, biochemical, fluorescence polarization, rhodamine-plectin, uHTS (AID 1817); E3 ubiquitin-protein ligase SIAH1 (Homo sapiens); Siah-1 / rhodamine-plectin peptide fluorescence polarization; higher % means a stronger effect; displacement, % at 20 µM, or IC50 in µM where a hit was titrated; actives 0.02% (n = 290,000);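 active = displacement of at least 50% at 20 µM, with a fluorescence ratio check between 0.3 and a set limit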;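 note: plate controls were Siah plus tracer with DMSO for no effect and tracer alone without Siah for full effect; strong numbers were not always called active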
ER stress rescue – rescue of cells from ER stress-induced death, primary screen, 384-well, CSM14.1, thapsigargin, ATP luminescence (AID 1222); cellular ATP content (survival), % at 20 µM; hits with a dose series show EC50 in µM; CSM14.1 thapsigargin-induced death rescue, ATP luminescence; higher % means a stronger effect; 190,000 tested, under 10 active;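 active = EC50 below 50 µM in the dose-response confirmation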;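 note: death triggered by thapsigargin at about 15 µM added after 2 h compound pretreatment; cell ATP read after overnight thapsigargin exposure of roughly 18 to 22 hours; normalized against plate controls of thapsigargin alone and 5% DMSO vehicle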
Hep lipid drop cells 6.5 µM – also measured in Hep lipid drop; calls as there; cell count; measured here: cell count, cytotoxicity flag;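 cells counted across two imaged fields per well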
* = called active by the depositor; u = inconclusive; x = not tested or not shown. Cut-off read from the data, not from the text of the source, unless noted: active = inhibition above about 50%; inactive = the rest. These rows are one share of the data. The share of hits here may be higher or lower than overall.

Compound	LYP inhibition	Hep lipid drop	Hep lipid drop cells 6.5 µM	P. falciparum M17LAP	XIAP displacement	HEK293 NOD2/NF-kB	AID2073	M1AAP inhibition	SIAH1 antagonists	ER stress rescue
Cc1ccc(-n2c(N)c(C(=O)Nc3c(C)n(C)n(-c4ccccc4)c3=O)c3nc4ccccc4nc32)cc1C	1%	70*	598*	-4%	-56%	9%	42%	0%	5%	11%
Cn1nnnc1SCc1nnc(-c2ccc(F)cc2)o1	-6%	-10	766	-9%	0.0%	-18%	4%	1%	3%	-4.2%
O=C(CSc1nnc(-c2c[nH]c3ccccc23)o1)N1CCCCC1	-4%	x	x	-9%	-5.8%	-44%	-8%	1%	2%	2.0%
CC(C)N1C(=O)/C(=C\c2nc3ccccc3c(=O)n2-c2ccccc2)c2ccccc21	5%	9	625	10%	-5.8%	-2%	8%	4%	2%	11%
COc1ccc(C2CC(=O)C(C=NCCO)=C(O)C2)cc1 (stereo unspecified)	-5%	-2	829	x	x	-6%	u	x	-3%	x
CCC(=O)NC(=S)Nc1ccc(NC(=O)CC)cc1	-1%	10	589	-5%	-4.4%	-16%	-1%	3%	15%	0.6%
CCCCNC(=O)c1onc(CSc2cc(C)ccc2C)c1C(=O)O	-6%	x	x	12%	-11%	-14%	-2%	3%	-1%	-0.4%
C=CCn1c(O)c(N=NC(=O)CNC(=O)c2cccs2)c2ccccc21	-3%	11	661	15%	0.2%	15%	-2%	15%	-3%	0.6%
COc1ccc(N=C2SC(CC(=O)Nc3ccccc3)C(=O)N2CCN2CCOCC2)cc1 (stereo unspecified)	-2%	5	692	-11%	-6.2%	10%	12%	-1%	-1%	-0.4%
O=C(NNC(=O)c1ccco1)c1cccc([N+](=O)[O-])c1	-4%	x	x	1%	-7.4%	17%	14%	0%	-2%	-2.2%
Cn1nc(C(=O)NCc2cccc(Cl)c2)c2c1-c1ccccc1S(=O)(=O)C2	-6%	12	724	x	x	1%	3%	x	3%	x
CN(C)S(=O)(=O)c1cc([N+](=O)[O-])ccc1N1CCCCCC1	-6%	x	x	4%	-1.4%	20%	12%	11%	-1%	-0.4%
O=[N+]([O-])c1ccc(/C=N/Nc2cc(Cl)nc(-c3ccccc3)n2)cc1	4%	x	x	-13%	-1.3%	4%	4%	-3%	5%	-1.6%
Cc1ccc(NCc2n[nH]c(=S)n2-c2cccc(Cl)c2)cc1	-2%	-2	739	-6%	-7.7%	11%	-12%	-1%	2%	0.1%
COc1cc(NS(=O)(=O)c2ccc(NC(=O)c3ccco3)cc2)nc(OC)n1	-3%	-1	682	29%	-3.6%	6%	4%	4%	-2%	-0.1%
Cc1cc2nnc(SCC(=O)NCC3CCCO3)n2c2ccccc12 (stereo unspecified)	-4%	19	687	-4%	-3.3%	14%	-2%	1%	2%	3.6%
CC(C)c1ccc(OCc2cccc(C(=O)N/N=C/c3cccnc3)c2)cc1	-5%	-8	665	0%	0.2%	-147%	3%	1%	-6%	-3.7%
O=C(N/N=C1\CCc2ccccc21)c1ccccc1Cl	-2%	0	654	8%	0.7%	-52%	6%	4%	0%	-2.4%
OC(c1ccccc1)(C1CCCCC1)C(CN1CCOCC1)c1ccccc1 (stereo unspecified)	-3%	-3	826	x	x	14%	6%	x	2%	x
COc1ccc(CCC(=O)NNC(=O)Nc2cccc(Cl)c2)cc1	-6%	-4	834	x	x	-2%	6%	x	4%	x
Cc1ccccc1N1C(=O)C(Cl)=C(N2CCCCCC2)C1=O	-7%	x	x	-6%	-19%	6%	-5%	-7%	3%	-1.3%
CCC1CCc2c([nH]c3ccccc3c2=O)O1 (stereo unspecified)	-3%	-2	550	-2%	-1.3%	22%	-3%	-2%	-5%	1.2%
O=C(N=Nc1c(O)[nH]c2ccc(Br)cc12)c1ccccc1-n1cccc1	1%	-165	378	-1%	-0.4%	-26%	9%	13%	-4%	1.6%
CCCNc1nc(C)cc(-c2cc(C(=O)NCc3ccccc3)on2)n1	-6%	x	x	2%	x	-28%	-7%	8%	-4%	x
O=C(Nc1nc2ccccc2[nH]1)c1ccccc1	-1%	-16	842	-6%	-6.0%	-79%	-2%	-13%	3%	-6.5%
COc1ccc(CCN(C)C(=O)c2cc(-c3ccc(C)cc3)nc3ccccc23)cc1OC	-12%	-5	655	x	x	16%	5%	x	-2%	x
CCOC(=O)c1c(CSc2ccccc2)n(C)c2ccc(O)cc12	-5%	-27	846	x	x	13%	9%	x	-1%	x
COc1ccc(-c2n[nH]c(=S)n2CC(C)C)cc1	-3%	6	763	15%	-3.2%	0%	-17%	2%	2%	-2.6%
COc1ccc(S(=O)(=O)N2CCCC(C(=O)Nc3ccc4c(c3)OCCO4)C2)cc1 (stereo unspecified)	1%	-12	733	-8%	-2.8%	17%	-4%	7%	6%	-0.3%
CCC(CC)c1nnc(NC(=O)/C=C/c2ccco2)s1	-2%	-8	555	9%	-11%	-26%	32%	3%	24%	-1.1%
Cc1ccc(-n2nc(C)c3onc(C)c3c2=O)cc1	-6%	-8	653	-3%	x	23%	-4%	4%	14%	x
Cc1cccc(C)c1NC(=O)CSCC(=O)c1ccc(O)c(O)c1	-2%	x	x	21µM*	-8.2%	7%	4%	11%	-2%	-1.3%
CCOc1ccc(N(C(C)C(=O)N2CCCCCC2)S(C)(=O)=O)cc1 (stereo unspecified)	-10%	1	816	x	x	0%	5%	x	7%	x
O=C(CSc1nnc(-c2ccccc2)c2ccccc12)NCC1CCCO1 (stereo unspecified)	5%	-7	684	1%	-6.9%	2%	1%	6%	-4%	-1.0%
O=C(N/N=C/c1cc(Cl)ccc1O)c1ccc(Br)cc1	-5%	12	609	1%	-5.4%	42%	29%	22%	-9%	6.0%
Cn1c(=O)oc2cc(S(=O)(=O)N3CCN(c4ccccn4)CC3)ccc21	-6%	-2	748	-1%	3.3%	-6%	3%	2%	8%	-0.1%
COc1cc(F)ccc1S(=O)(=O)n1c(C)nc2ccccc21	-8%	-21	838	x	x	9%	8%	x	0%	x
O=C(CSCc1ccccc1F)NCc1ccc(F)cc1	-4%	5	694	-1%	-4.5%	-29%	-19%	2%	0%	1.6%
CCCN(CCC)S(=O)(=O)c1ccc(NS(C)(=O)=O)cc1	0%	30	703	-1%	-0.7%	15%	10%	2%	7%	-3.0%
CCOc1ccc(C(C(=O)NCCC(C)C)N(CCO)C(=O)c2snc(C(N)=O)c2N)cc1 (stereo unspecified)	-4%	-8	829	x	x	-2%	-1%	x	1%	x
COc1ccc(/C=C2\SC(=S)NC2=O)cc1OS(=O)(=O)c1ccc(NC(C)=O)cc1	1%	3	680	36%	-23%	29%	18%	30µM*	-3%	0.6%
CCN(CC)S(=O)(=O)c1ccc(Cl)c(NC(=O)CSc2nnc(-c3cccs3)o2)c1	-4%	-7	635	11%	-4.4%	24%	5%	1%	9%	-2.3%
CC(=O)Nc1ccccc1C(=O)N1CCN(Cc2ccc3c(c2)OCO3)CC1	-4%	-2	787	x	x	-4%	4%	x	5%	x
Cc1cc2nc3c(nc2cc1C)CCCC3	-9%	9	759	x	x	-33%	8%	x	-5%	x
O=C(NCc1ccccn1)[C@H]1C[C@@H]1[C@H](NP(=O)(c1ccccc1)c1ccccc1)c1ccccc1	-4%	-13	702	-4%	-28%	7%	-2%	12%	-8%	-0.3%
O=C(O)c1ccccc1C(=O)NNc1ccc(Cl)cc1	-7%	x	x	15%	-0.6%	-31%	-12%	3%	-2%	1.7%
Cc1ccccc1C(=O)Nc1cccc(C#N)c1	-3%	-4	706	-1%	-14%	-2%	-9%	6%	13%	0.7%
CC(C)C(=O)NC(=O)COC(=O)/C=C/c1cccs1	6%	0	677	4%	-8.7%	16%	-3%	-1%	-3%	-2.3%
CCN(CCn1cccn1)C(=O)CC1C(=O)NCCN1CC1CCCCC1 (stereo unspecified)	-2%	2	639	-2%	-4.3%	11%	5%	-1%	-1%	2.7%
COC(=O)c1c[nH]n2c(=O)cc(C)nc12	-4%	x	x	-13%	-4.5%	-3%	2%	5%	-2%	-0.4%

Further compounds follow:
Compound	LYP inhibition	Hep lipid drop	Hep lipid drop cells 6.5 µM	P. falciparum M17LAP	XIAP displacement	HEK293 NOD2/NF-kB	AID2073	M1AAP inhibition	SIAH1 antagonists	ER stress rescue
O=c1[nH]n2cc(-n3cc([N+](=O)[O-])cn3)cnc2c1Br	-3%	1	702	7%	-7.2%	6%	-2%	11%	6%	-0.2%
COc1ccccc1/C=N/NS(=O)(=O)c1ccccc1	-8%	x	x	x	x	-10%	4%	x	0%	x
CN1CCc2ccccc2C1C1CCNCC1 (stereo unspecified)	-4%	x	x	-11%	-4.5%	-3%	-6%	-2%	6%	9.9%
Cc1ccc2nc(-c3ccc(NC(=O)CNC4CC4)cc3)sc2c1	-5%	3	626	17%	-8.5%	-78%	18%	-11%	-2%	0.2%
COc1ccc2nc3oc(C(=O)N4CCN(c5cccc(Cl)c5)CC4)cc3cc2c1	4%	13	673	6%	-2.8%	10%	6%	5%	-8%	2.7%
Brc1ccc(/C=N/Nc2nc3ccccc3o2)cc1	-7%	x	x	x	x	-145%	9%	x	2%	x
COc1ccc(OC)c(NC(=O)C2CC(C)=C(C)CC2C(=O)O)c1 (stereo unspecified)	-8%	x	x	34%	-0.9%	0%	-2%	0%	-1%	0.3%
COc1cc(-c2cc(C(F)(F)F)n3ncc(C(=O)O)c3n2)cc(OC)c1OC	-2%	x	x	19%	-0.6%	1%	16%	4%	-1%	4.2%
CS(=O)(=O)N1CCN(c2ccc(NC(=O)c3ccc([N+](=O)[O-])o3)cc2)CC1	0%	-12	722	1%	-2.7%	-1%	5%	2%	-7%	0.2%
CSc1nc(C)c2c(n1)OC(CN1C(=O)c3ccccc3C1=O)C2 (stereo unspecified)	-6%	x	x	x	-4.9%	14%	-7%	x	4%	2.4%
Cc1cccc(C)c1NS(=O)(=O)c1ccc(-c2ccc(=O)[nH]n2)o1	-3%	-15	701	x	x	-5%	5%	x	3%	x
CC1CN(S(=O)(=O)c2cccc3nsnc23)CC(C)O1 (stereo unspecified)	-3%	22	749	2%	-3.5%	6%	2%	5%	6%	0.1%
CC1=NN(c2ccc(C)cc2)C(=O)/C1=C\C=C\c1ccccc1	-4%	-15	674	-4%	-9.3%	-74%	5%	-1%	4%	-5.0%

High-throughput results: PubChem, several laboratories
